Source: PubChem BioAssay
MCL1-BIM inh: disrupts human MCL1 binding to BIM-BH3 peptide; Q07820; GST-MCL1 / FITC-Bim-BH3 fluorescence polarization; inhibition, % at 10.9 µM; 0.68% of 320,000 active; AID 2057;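 active = inhibition above the mean inhibition of all tested compounds plus 3 SD, set per campaign, cut at about 40% in these data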;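 also: 0% = DMSO wells and 100% = unlabeled Bim-BH3 peptide control; higher means more loss of mP so more displacement of Bim peptide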
TPT1 inhibitor: blocks Candida albicans tRNA 2'-phosphotransferase; recombinant caTPT1, FP RNA substrate dephosphorylation; inhibition, % at 5 µM; 0.81% of 300,000 active; AID 1962;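 active = inhibition above the mean of all tested compounds plus 3 SD, set per screening campaign, cut at about 24% in these data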;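 also: plate controls were DMSO alone for no effect and ferristatin control at 100 nM for full effect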
GSTO1 inh: GSTO1 inhibition, counter-screen for RBBP9 inhibitors | P78417 | recombinant GSTO1, activity-based probe fluorescence polarization | inhibition, % at 5.96 µM | 1.1% of 300,000 active;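 active = inhibition above the campaign mean inhibition plus 3 SD, cut at about 35% in these data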;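 also: 0% = GSTO1-1 with DMSO and 100% = wells lacking GSTO1-1 enzyme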
Target sequence (P78417 whole entry, looked up): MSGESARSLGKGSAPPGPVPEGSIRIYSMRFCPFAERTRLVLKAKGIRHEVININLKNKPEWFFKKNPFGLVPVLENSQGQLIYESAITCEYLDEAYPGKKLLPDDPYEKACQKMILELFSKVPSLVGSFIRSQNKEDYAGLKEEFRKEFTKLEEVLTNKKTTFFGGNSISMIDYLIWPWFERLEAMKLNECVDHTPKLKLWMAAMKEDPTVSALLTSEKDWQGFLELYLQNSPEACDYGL
GLD-1 RNA inh: GLD-1-TGE RNA interaction inhibition (C. elegans); Q17339; inhibition, % at 5.96 µM; 0.44% of 320,000 active; AID 2280; purified GLD-1 + fluorescein TGE RNA, fluorescence polarization;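 active = percent inhibition above a per-plate cutoff, the plate mean of test compounds plus 3 SD, cut at about 30% in these data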;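 also: 0% = DMSO wells with GLD-1 and probe and 100% = wells lacking GLD-1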
Bcl-xL primary: Bcl-xL (human) inhibition; Q07817; GST-Bcl-xL / FITC-Bim BH3 peptide fluorescence polarization; inhibition, % at 10.9 µM; 0.7% of 320,000 active; AID 2129;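 active = inhibition above the mean of all tested compounds plus 3 SD, cutoff set per campaign, cut at about 30% in these data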;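 also: 0% = DMSO wells and 100% = unlabeled Bim-BH3 peptide competitor; inhibitors lower millipolarization by displacing the labeled peptide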
Target sequence (Q07817 whole entry, looked up): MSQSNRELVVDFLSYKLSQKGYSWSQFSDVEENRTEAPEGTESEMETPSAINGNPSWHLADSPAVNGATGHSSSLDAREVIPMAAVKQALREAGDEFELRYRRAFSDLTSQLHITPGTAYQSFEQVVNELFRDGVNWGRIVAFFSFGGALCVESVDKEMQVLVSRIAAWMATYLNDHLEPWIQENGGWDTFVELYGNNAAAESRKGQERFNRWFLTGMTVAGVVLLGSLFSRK
PAD4 inh: blocks human protein arginine deiminase 4; 0.41% of 330,000 active; recombinant PAD4, RCA probe fluorescence polarization; inhibition, % at 6.36 µM;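 active = percent inhibition above a cutoff equal to the mean of all tested compounds plus 3 SD, cut at about 15% in these data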;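 also: 0% = PAD4 with RCA probe and DMSO and 100% = probe without PAD4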
PME-1 inh: blocks human protein phosphatase methylesterase 1 | Q9Y570 | recombinant PME-1, FP-Rh probe fluorescence polarization | inhibition, % at 5.9 µM | 0.53% of 320,000 active | AID 2130;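 active = inhibition above the campaign mean of all compounds plus 3 SD, cut at about 26% in these data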;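 also: competitive labeling of PME-1 active site by serine hydrolase directed probe; 0% = PME-1 with DMSO and 100% = wells lacking PME-1 enzyme; inhibitors block probe labeling so polarization falls and inhibition rises; many of its hits are not listed in these tables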
Target sequence (Q9Y570 whole entry, looked up): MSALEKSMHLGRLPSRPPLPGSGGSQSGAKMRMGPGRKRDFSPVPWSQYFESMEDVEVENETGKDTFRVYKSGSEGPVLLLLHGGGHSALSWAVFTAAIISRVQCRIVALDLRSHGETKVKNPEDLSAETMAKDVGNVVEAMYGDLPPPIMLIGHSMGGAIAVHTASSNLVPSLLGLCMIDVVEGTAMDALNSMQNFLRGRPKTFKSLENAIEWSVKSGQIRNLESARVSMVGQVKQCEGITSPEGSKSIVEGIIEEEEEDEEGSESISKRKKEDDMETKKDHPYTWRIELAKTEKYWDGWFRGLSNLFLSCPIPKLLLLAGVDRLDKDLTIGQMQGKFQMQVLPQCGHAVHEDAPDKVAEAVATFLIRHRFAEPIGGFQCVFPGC
Fam108B inh: counter-screen for RBBP9 inhibitors: inhibitors of mouse Fam108B. inhibition, % at 9.51 µM. recombinant Fam108B, FP-Rh probe fluorescence polarization. 0.33% of 300,000 active;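 active = inhibition above the screen mean inhibition plus 3 SD, computed separately per campaign, cut at about 18% in these data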;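 also: inhibitors lower polarization as less probe binds the enzyme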
MEX-5 binding: C. elegans MEX-5 TCR-2 RNA binding activity; MEX-5/FITC-TCR2 RNA binding, fluorescence polarization; hits give low values; activity score (negative = inhibition of binding), % at 10 µM; 0.38% of 300,000 active; AID 1832;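 active = inhibition past about -25% in most replicates, and total fluorescence under double the plate's negative control median, limit read from the data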;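 also: 0% = DMSO and -100% = 5 µM competing unlabeled TCR2 RNA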
Active calls of the source: *; · = not tested or not shown. An excerpt, so the mix of outcomes need not match the whole.

SMILES	Fam108B inh	MEX-5 binding	TPT1 inhibitor	GLD-1 RNA inh	Bcl-xL primary	GSTO1 inh	PAD4 inh	PME-1 inh	MCL1-BIM inh
Cc1nnc(SCC(=O)NCc2ccccc2)s1	-4	-2.9	0	10	0	-9	0	3	-2
O=C(CSc1nc2ccccc2o1)N/N=C/c1ccccc1	-3	-11	1	-3	2	1	-4	-1	12
O=C(CC(Nc1ccc(F)cc1)C(=O)O)c1ccccc1 (configuration not stated)	4	·	7	-3	-2	-3	-3	-4	1
O=C1C2C(c3ccccc3)CC=CC2[C@H](c2ccc3ccccc3c2)N1Cc1ccccc1 (some centres not stated)	-6	1.4	-2	6	6	3	-2	-3	2
CCS(=O)(=O)n1nc(NCc2cccc(OC)c2)nc1NCc1cccc(OC)c1	-2	0.3	2	-9	1	-2	3	8	0
COc1ccc(OCC(=O)Nc2cc(NC(=O)c3ccco3)ccc2OC)cc1	13	1.1	-2	-61	-1	-6	3	1	-2
C/C(CC(=O)NCc1ccccc1)=N\NC(=O)c1cnccn1	-5	-4.0	-1	4	1	3	-2	6	3
Cc1c(C(=O)C(=O)N2CCN(Cc3ccc4c(c3)OCO4)CC2)c2ccccc2n1C	0	2.4	-1	6	2	12	0	8	5
CC(O)CNCc1ccccc1C(F)(F)F (configuration not stated)	2	-2.1	-1	9	1	1	-7	-2	3
Cc1nc2ccc(Br)cn2c1C(=O)N/N=C\c1ccc(C(C)C)cc1	-4	3.2	1	0	3	-3	4	-8	0
Cc1cccc([C@@H]2[C@@H]3C(=O)N(Cc4ccccc4)C(=O)[C@@H]3[C@]3(Cc4ccc(Cl)cc4)C(=O)N(c4ccccc4)C(=O)N23)c1	-1	0.8	-5	4	5	0	3	-1	4
CC(C)(C)c1nnc2sc(SCC(=O)c3ccc4c(c3)OCCO4)nn2c1=O	-6	0.7	7	-8	-12	-8	4	0	-23
COc1ccc(-c2ccccc2)cc1NCc1ccc(OC)c(OC)c1	3	2.0	-1	1	2	6	1	-3	-3
CC1CCN(Cc2c(C(=O)N/N=C/c3ccc(C(C)C)cc3)nnn2-c2nonc2N)CC1	-11	1.4	0	4	-3	3	-4	-5	-1
CCCc1nnc(NC(=O)CN2C(=O)c3ccccc3S2(=O)=O)s1	3	-3.0	-9	8	8	4	0	7	8
COC(=O)c1ccccc1C(=O)N1CCCC(CNC(=O)c2ccc(F)cc2)C1 (configuration not stated)	1	1.5	5	5	5	0	-2	0	2
COc1ccc(-c2ccc(N(C)C)cc2)cc1[C@H]1[C@H]2C=CC[C@@H](C)[C@@H]2C(=O)N1Cc1ccccc1	4	-1.8	-4	10	3	-7	-4	-1	-1
O=C(NCCC1CCCCN1S(=O)(=O)c1ccccc1)C(=O)NCC1CCCO1 (configuration not stated)	-1	-1.5	-1	-2	4	7	-5	-3	-4
Cc1c(CN(C)C)c2c(n1C)C(=O)c1ccc(Br)cc1-2	1	-4.7	0	-2	0	-1	-6	9	1
COc1ccccc1C1CC(=O)NC(C)=C1C(=O)OCC(C)C (configuration not stated)	2	1.7	-5	8	4	-3	-2	6	6
CCOc1ccc(C2NC(=O)c3ccccc3O2)cc1OCC (configuration not stated)	-5	-0.6	0	0	5	5	4	-2	7
CC1=C(C(=O)OCC(C)C)C(c2ccc(Br)s2)NC(=O)N1 (configuration not stated)	6	3.3	1	-3	6	-36	-4	-2	3
CC(C)CN=Cc1c(O)c([N+](=O)[O-])cc2oc3c(c12)CCCC3	5	-6.9	10	-2	-1	21	6	6	5
O=C(CCn1[nH]c(=O)c2ccccc2c1=O)NCCO	0	-0.8	1	-1	-1	-3	-4	-1	3
Cc1ccc(NS(=O)(=O)c2ccc(C)c(C(=O)NCC(c3ccccc3)N(C)C)c2)cc1 (configuration not stated)	·	·	·	6	5	·	0	8	6
CCOC(=O)Cc1csc(NC(=O)CSc2nnc(Cc3csc(N)n3)n2C)n1	1	2.7	-4	5	3	4	3	-2	8
CC1(C)CC(=O)C(N=Nc2ccc(OC(F)F)cc2)=C(O)C1	2	0.5	-6	1	11	3	-4	1	12
COCc1cc(CN2CCCC(C(=O)Nc3cccc(-n4cnnn4)c3)C2)ccc1OC (configuration not stated)	-3	1.3	-2	5	5	3	-5	-4	7
C=CCn1c(=O)c2c(nc(-c3ccc(S(=O)(=O)O)cc3)n2C)n(C)c1=O	-2	3.1	-3	4	6	2	5	-8	-10
O=C(Cn1cnc2ccccc2c1=O)NC1CCS(=O)(=O)C1 (configuration not stated)	3	0.7	1	8	-2	3	9	-2	-6
COc1ccc(C(=O)Nc2ccc3c(c2)OCCO3)cc1	-3	·	2	2	0	8	-20	-5	2
N=C1CCCN1c1ccccc1O	-5	-1.6	-2	3	1	3	-1	-2	-1
Cn1c(N)c(C(=O)COC(=O)CNS(=O)(=O)c2ccc(Cl)c(Cl)c2)c(=O)n(C)c1=O	-1	-0.5	9	-3	0	-1	1	-3	-4
O=C(NCCOc1nc(N2CCOCC2)nc(N2CCOCC2)n1)Nc1ccc(Cl)cc1	-2	-0.3	2	8	4	1	-2	7	4
CCC(NC(=O)CCc1c(C)c2cc3c(C)c(C)oc3cc2oc1=O)C(=O)N[C@@H](Cc1ccccc1)C(=O)O (some centres not stated)	-5	-0.1	-2	4	3	1	-3	-2	-4
COc1ccc(-c2cn[nH]c2-c2ccc(OCc3ccc([N+](=O)[O-])cc3)cc2O)cc1OC	2	-2.5	-2	0	4	-8	-1	6	2
O=C(c1cccc(S(=O)(=O)N2CCOCC2)c1)N1CCN(c2ccccc2)CC1	·	·	·	-4	6	·	-1	0	10
Cc1cc(C)nc(SCC(=O)c2ccc([N+](=O)[O-])cc2)n1	0	2.0	-2	7	6	7	1	3	10
O=C(CSc1nc(=O)[nH]c2c1CCCC2)Nc1ccc(F)cc1F	1	2.2	1	3	4	-2	0	-7	0
CCc1c(C)c2nncn2[nH]c1=O	4	0.7	0	-5	5	-4	1	6	-1
Cc1ccc(C2NC(=O)CCC2[N+](=O)[O-])cc1 (configuration not stated)	-3	0.8	-2	-2	5	3	-5	-2	2
CCOc1ccc(NC(=S)N2CCC(N(C)CCN3CCOCC3)CC2)cc1	-4	0.1	-3	-7	-6	-1	-8	-9	-3
O=C(COC(=O)c1cnccn1)Nc1ccc(Cl)cc1C(F)(F)F	0	-2.4	2	-2	-9	20	-3	-3	-5
CC(C)(O)C#Cc1ccc(CN2CCN(CCc3ccccc3)C(CCO)C2)s1 (configuration not stated)	3	5.0	4	1	-2	10	-3	-2	-9
CN(C1CCCC1)C1CCN(C(=O)CNC(=O)/C=C/c2ccc(F)cc2)CC1	-5	-0.1	-2	1	-3	3	4	3	-5
COc1cccc(CNC(=O)Cn2nc(C)c([N+](=O)[O-])c2C)c1	-1	-3.5	0	3	4	0	1	3	9
CC(C)(C)Nc1nc(SCC(=O)Nc2ccccc2Cl)nc(N2CCOCC2)n1	-5	2.5	2	3	3	2	0	-1	5
C/C(=N/NC(=O)Cc1cc(=O)[nH][nH]1)c1ccc([N+](=O)[O-])cc1	-2	3.0	1	4	1	57*	-10	0	2
Cc1onc(-c2ccccc2Cl)c1C(=O)N1CCN(C=O)CC1	-2	1.7	3	1	2	-4	-2	2	-2
CC1(C)Cc2c(sc3nc[nH]c(=O)c23)CO1	4	-0.6	1	-3	1	-3	3	-8	5
Cc1ccc2nc(C)cc(SCC(=O)N/N=C/c3ccco3)c2c1	1	-1.4	0	-2	7	-7	7	2	5
CCOC(=O)CSc1nnc(CNC(=O)c2ccc(OC)cc2)n1Cc1ccccc1	-2	·	-2	-4	3	-4	2	3	0
CCn1c2ccccc2c2cc(/C=N/n3cnnc3)ccc21	-6	-10	5	3	3	-13	1	5	0
CCCC(=O)NCCCc1nc2ccccc2[nH]1	7	1.1	1	-3	-4	6	-2	-7	-6
CCOc1cc(C2NC(=O)NC(C)=C2C(=O)OCc2ccccc2)ccc1O (configuration not stated)	2	-3.4	-1	-3	10	-8	2	2	8
CCCN(CC(=O)Nc1ccccc1OC)C(C)C(=O)NC(C)CCc1ccccc1 (configuration not stated)	0	0.9	1	-8	-2	3	-2	2	-2
Cc1cc(=O)[nH]c(/N=C(\N)Nc2ccc(Oc3ccccc3)cc2)n1	7	-0.2	0	4	2	-8	0	3	0
NC(=O)C1CC(=O)N(c2ccc(OCc3ccc(F)cc3)cc2)C1 (configuration not stated)	5	-0.1	1	8	-4	-4	-1	2	-4
COc1ccc(CCN(C)C2CCCN(S(=O)(=O)C(C)C)C2)cc1OC (configuration not stated)	-1	-0.5	0	3	0	-2	-5	-4	4
C=CCS(=O)(=O)c1nc2ccccc2s1	-5	0.2	-1	-2	1	-16	-2	-1	1

Next compounds
SMILES	Fam108B inh	MEX-5 binding	TPT1 inhibitor	GLD-1 RNA inh	Bcl-xL primary	GSTO1 inh	PAD4 inh	PME-1 inh	MCL1-BIM inh
COc1ccc(CN(C)C(=O)Cc2ccsc2)c(OC)c1OC	2	2.0	5	-9	1	3	-10	3	-2
Nc1ncn(CC(=O)c2ccccc2)n1	1	0.3	-5	4	-2	5	3	0	-3
N#Cc1cc2ccc(N3CCOCC3)cc2cc1C#N	-4	-4.0	5	-12	4	19	-6	4	-3
Cc1ccc(CSc2nnc(C(F)(F)F)n2Cc2ccc(F)cc2)cc1	0	1.1	-4	-1	-3	3	1	2	0
CCCc1c(C)nc(N2CCN(c3cccc(OC)c3)CC2)[nH]c1=O	4	-1.6	-2	0	3	5	0	-3	17
CC(C)Sc1nnc(NC(=O)C2CC2)s1	0	2.2	-4	3	1	0	1	1	5
COc1ccc(CNC(=O)CCn2c(=O)oc3ccccc32)c(OC)c1	-1	0.9	-1	5	5	-1	0	2	1
